SRC1 inh: inhibitors of human steroid receptor coactivator 1 (SRC1); Q15788; HEK293 GAL4-SRC1 luciferase reporter, luminescence; inhibition, % at 3.6 µM; 0.12% of 360,000 active; AID 588354;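 active = inhibition above the campaign mean plus 3 SD, with each screening campaign given its own cutoff, cut at about 60% in these data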;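 also: 0% = DMSO treated cells and 100% = gossypol at 36 µM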
KKLEB tox: counter-screen for CF NF-kB inhibitors: cytotoxicity | KKLEB CF airway cells viability, ATPlite luminescence, overnight; stronger effect = lower value; cells stimulated with P. aeruginosa culture filtrate | activity change (cytotoxicity), % at 5 µM | 0.36% of 360,000 active;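 active = corrected activity change at or below -50% at 5 µM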
NCOA2 inhibitor: human SRC2 (NCOA2) inhibition; HEK293 GAL4-SRC2 luciferase reporter, luminescence; inhibition, % at 9 µM; 0.17% of 370,000 active; AID 651957;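 active = inhibition above the mean inhibition of all tested compounds plus 3 SD, set per campaign, cut at about 52% in these data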;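 also: 0% = DMSO treated cells and 100% = cells given Gossypol at 36 µM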
Target sequence (Q15596 whole entry, looked up, the tested form may be a part): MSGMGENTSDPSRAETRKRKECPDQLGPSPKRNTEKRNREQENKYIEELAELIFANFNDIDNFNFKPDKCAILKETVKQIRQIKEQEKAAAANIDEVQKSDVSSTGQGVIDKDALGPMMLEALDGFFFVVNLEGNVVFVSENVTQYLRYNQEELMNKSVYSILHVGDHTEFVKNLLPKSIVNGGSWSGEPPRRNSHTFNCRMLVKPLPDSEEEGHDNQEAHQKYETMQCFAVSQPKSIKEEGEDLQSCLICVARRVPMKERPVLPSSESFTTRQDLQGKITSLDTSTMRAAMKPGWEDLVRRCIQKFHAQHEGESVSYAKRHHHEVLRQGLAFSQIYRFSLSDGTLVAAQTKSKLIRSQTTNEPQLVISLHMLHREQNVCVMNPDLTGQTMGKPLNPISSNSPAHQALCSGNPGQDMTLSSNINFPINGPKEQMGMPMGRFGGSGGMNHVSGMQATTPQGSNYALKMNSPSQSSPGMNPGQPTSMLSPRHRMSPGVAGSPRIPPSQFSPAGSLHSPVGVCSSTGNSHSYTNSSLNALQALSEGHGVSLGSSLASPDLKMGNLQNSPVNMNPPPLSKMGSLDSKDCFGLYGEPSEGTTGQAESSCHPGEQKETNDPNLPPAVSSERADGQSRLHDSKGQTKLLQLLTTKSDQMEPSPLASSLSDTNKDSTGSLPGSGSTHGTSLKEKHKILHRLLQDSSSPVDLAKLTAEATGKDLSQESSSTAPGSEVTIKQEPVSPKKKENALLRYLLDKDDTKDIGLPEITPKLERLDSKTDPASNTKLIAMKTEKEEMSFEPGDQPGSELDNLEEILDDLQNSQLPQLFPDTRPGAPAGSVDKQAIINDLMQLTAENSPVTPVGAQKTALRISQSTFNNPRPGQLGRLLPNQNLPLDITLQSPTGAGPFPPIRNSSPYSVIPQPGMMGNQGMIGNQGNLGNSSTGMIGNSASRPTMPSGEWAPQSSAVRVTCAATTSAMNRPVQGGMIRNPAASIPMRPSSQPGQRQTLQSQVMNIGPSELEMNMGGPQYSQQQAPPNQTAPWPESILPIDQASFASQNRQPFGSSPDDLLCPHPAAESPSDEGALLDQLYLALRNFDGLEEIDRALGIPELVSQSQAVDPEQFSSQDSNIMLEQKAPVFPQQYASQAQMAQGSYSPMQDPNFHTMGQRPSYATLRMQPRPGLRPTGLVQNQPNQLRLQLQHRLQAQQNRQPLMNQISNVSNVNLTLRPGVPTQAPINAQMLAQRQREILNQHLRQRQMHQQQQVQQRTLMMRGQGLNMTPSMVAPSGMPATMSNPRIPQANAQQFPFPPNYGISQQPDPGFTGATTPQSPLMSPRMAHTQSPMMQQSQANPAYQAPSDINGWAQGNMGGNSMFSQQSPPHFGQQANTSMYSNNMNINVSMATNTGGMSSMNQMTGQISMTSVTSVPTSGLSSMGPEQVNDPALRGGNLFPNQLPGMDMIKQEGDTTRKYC
NCOA3 inh: inhibits human SRC3 coactivator; HEK293 GAL4-SRC3 luciferase reporter, luminescence; inhibition, % at 3.6 µM; AID 588352; 0.17% of 360,000 active; Q9Y6Q9;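 active = inhibition above a per-campaign cutoff, the mean of all compounds plus 3 SD, cut at about 60% in these data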;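 also: 0% = DMSO-treated cells and 100% = gossypol-treated cells at 36 µM; higher means less SRC3-driven luciferase light from the GAL4 reporter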
C8 TRAIL sens: sensitizes caspase-8 expressing cells to TRAIL; 1% of 360,000 active; inhibition (viability loss, TRAIL sensitization), % at 10 µM; NB7+C8 cells + TRAIL, ATPlite viability luminescence; AID 624354;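 active = compounds causing at least 50% loss of cell viability in the single-dose screen, relative to plate controls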
NR5A2 inv ag: NR5A2 inverse agonism in reporter assay; HEK293T StAR-luciferase reporter, LRH-1 transfected, 24 h; inhibition, % at 3.6 µM; 0.13% of 360,000 active;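 active = inhibition above the mean inhibition of all tested compounds plus 3 SD, cut at about 73% in these data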;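 also: 0% = DMSO wells and 100% = reporter-only cells lacking LRH-1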
TWEAK-Fn14 inh: blocks TWEAK-Fn14 interaction in a reporter cell assay; TWEAK-stimulated Fn14 reporter cells, luciferase luminescence, 8 h; inhibition, % at 10 µM; 2% of 360,000 active; in the data active = inhibition above about 50%
CF NFkB inh: blocks PAF-induced NF-kB reporter in cystic fibrosis cells; KKLEB NF-kB-GFP reporter, GFP fluorescence overnight; inhibition, % at 5 µM; 0.86% of 360,000 active; AID 588850;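 active = at least 50% inhibition at 5 µM, scaled per plate between neutral and stimulator controls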;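 also: PAF is a Pseudomonas aeruginosa culture filtrate used as stimulus; plate controls were PAF-stimulated DMSO wells for no effect and unstimulated DMSO wells for full effect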
LMP1 NFkB inh: Epstein-Barr LMP1 NF-kappaB reporter inhibition; LMP1-induced NF-kappaB luciferase reporter cells, luminescence; inhibition, % at 12.5 µM; 0.69% of 350,000 active; AID 504558; in the data active = inhibition above about 41%; inconclusive = no clear call, values can overlap the other calls;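 also: 0% = neutral control wells and 100% = reference inhibitor control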
TROY NFkB inh: blocks TROY-dependent signaling in reporter cells. Q293 LMP1-TROYcd NF-kB luciferase reporter, 4 h. inhibition, % at 10 µM. 0.98% of 360,000 active;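 active = compounds whose plate-normalised and pattern-corrected inhibition of the luciferase reporter signal at the single screening dose is 50% or more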
NR2F2 inh: NR2F2 (human) inhibition, primary screen | HEK293T NGFI-A luciferase reporter, luminescence | inhibition, % at 8.6 µM | 0.7% of 370,000 active | P24468;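 active = inhibition above a per-plate cutoff, mean inhibition of test wells between control levels plus 3 SD, cut at about 38% in these data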;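 also: cells cotransfected with COUP-TFII expression vector driving the NGFI-A reporter; 0% = median of COUP-TF2 test wells and 100% = reporter-only cells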
* marks the source's active call; other numbers are inactive results; ? = inconclusive; nt = no result given; & = joins results of further samples.

No. | SMILES | SRC1 inh | KKLEB tox | NCOA2 inhibitor | NCOA3 inh | C8 TRAIL sens | NR5A2 inv ag | TWEAK-Fn14 inh | CF NFkB inh | LMP1 NFkB inh | TROY NFkB inh | NR2F2 inh
1 | Cc1ccc(NC(=O)c2cc(S(=O)(=O)N3CCCCC3)ccc2N2CCOCC2)c(C)c1 | -5 | -7 | 11 | 8 | -10 | 2 | -9 | -5 | 3 | 3 | -23
2 | O=C(c1ccc(CS(=O)(=O)c2ccc(Br)cc2)o1)N1CCCCCC1 | 5 | 1 | -14 | 1 | -2 | -1 | -2 | -3 | 4 | -3 | 3
3 | O=C(CSCSCC(=O)Nc1ccc2c(c1)OCO2)Nc1ccc2c(c1)OCO2 | -3 | -4 | -14 | 9 | 8 | 14 | -8 | -19 | -2 | -39 | -16
4 | C/C=C\C=C\C(=O)N1CC2(CC(c3cccc(NC(=O)CC(c4ccccc4)c4ccccc4)c3)=NO2)C[C@H]1C(N)=O (some centres not stated) | -12 | -13 | nt | -10 | 16 | -11 | 1 | 9 | -2 | -6 | nt
5 | Cc1ccc(SCC(=O)c2cc(C)c(O)c(C)c2)cc1 | -5 | -6 | -19 | -31 | 6 | -15 | -47 | 0 | 7 | -29 | -2
6 | CC(C)OC(=O)/C(=C/c1ccco1)c1ccccc1 | 9 | -5 | 2 | 3 | -5 | -20 | -10 | 0 | -7 | 18 | 15
7 | CCOC(=O)C1=CC[C@@H](c2ccc(F)cc2)N(S(=O)(=O)c2ccc(C)cc2)[C@H]1c1ccccc1 | 13 | 15 | 2 | 19 | 3 | 11 | 13 | -8 | nt | 5 | 7
8 | CCOC(=O)N1CCN(C(=O)C(NC(=O)c2ccc(C(C)(C)C)cc2)C(C)C)CC1 (configuration not stated) | -7 | 4 | 26 | 1 | -1 | 10 | -4 | -7 | 1 | -4 | 40*
9 | COc1ccccc1CNS(=O)(=O)c1cc(-c2cc(C)no2)ccc1C(C)C | -1 | -19 | 3 | -14 | 18 | -4 | 9 | 9 | -1 | -23 | -1
10 | O=C(NC(c1ccc(Cl)cc1)c1cc(Cl)c2cccnc2c1O)c1cccnc1 (configuration not stated) | -24 | -4 | -11 | 17 | 47 | 3 | 18 | -12 | ? | 3 | 5
11 | Cc1ccnc(NS(=O)(=O)c2ccc(NS(=O)(=O)Cc3ccccc3)cc2)n1 | 10 | -21 | 8 | 19 | 29 | -2 | 24 | 5 | 14 | -5 | -18
12 | Cn1c(-c2csc(-c3ccccc3)n2)n[nH]c1=S | -1 | 1 | -8 | -7 | -1 | -30 | -7 | -24 | -5 | -33 | 2

No. | SMILES | SRC1 inh | KKLEB tox | NCOA2 inhibitor | NCOA3 inh | C8 TRAIL sens | NR5A2 inv ag | TWEAK-Fn14 inh | CF NFkB inh | LMP1 NFkB inh | TROY NFkB inh | NR2F2 inh
13 | CCOc1ccc(-c2cc(C(=O)N3CCN(c4ccccn4)CC3)c3ccccc3n2)cc1 | -63 | -68* | -50 | -38 | 89* | -55 | 18 | 2 | 13 | 1 | -18
14 | Cn1c(=O)c2c(nc(OCc3cccnc3)n2Cc2c(F)cccc2Cl)n(C)c1=O | -2 | 0 | -30 | -27 | 1 | -16 | -32 | 7 | 6 | 5 | 4
15 | O=C(CC1CCCC1)NCCS(=O)(=O)N1CCN(c2ccccc2)CC1 | -8 | 0 | 15 | 1 | -16 | 1 | 19 | -16 | -1 | -25 | 9
16 | O=C(Nc1ccc2c(c1)N(S(=O)(=O)c1cccs1)CCC2)c1c(F)cccc1F | 27 | -16 | 9 | -7 | -2 | -5 | -12 | 25 | -4 | -32 | -10
17 | Cc1cccc(C)c1NC(=O)NC1(C(=O)NCCN2CCOCC2)CCCCC1 | -5 | 1 | -1 | 13 | -2 | 4 | 13 | -11 | 8 | 1 | 18
18 | COc1cccc(N2CCN(C(=S)Nc3ccccc3OC)CC2)c1 | 1 | 11 | 20 | -4 | -12 | 4 | -2 | -6 | -12 | -10 | -5
19 | Cc1ccc(C)c(N(C(=O)c2nsc(Cl)c2Cl)C(C(=O)NC2CCCC2)c2ccc(O)cc2)c1 (configuration not stated) | -11 | -14 | -19 | 11 | 16 | 7 | 26 | 30 | -7 | 19 | 13
20 | O=S(=O)(c1ccc(OCC(O)CNCc2ccco2)c(Cl)c1)N1CCOCC1 (configuration not stated) | 5 | 10 | 6 | -40 | 3 | 0 | 13 | -7 | 4 | -1 | 16
21 | O=[N+]([O-])c1cc(C(F)(F)F)ccc1N1CCCC(O)C1 (configuration not stated) | -11 | 2 | -2 | -5 | 0 | 5 | -16 | 8 | 0 | -4 | 4
22 | CCc1nc(SCC(=O)Nc2ccc(N(C)C)cc2)c2ccccc2n1 | -8 | -11 | -8 | -5 | -3 | -3 | -13 | 20 | 0 | 8 | 6
23 | CC(Sc1n[nH]c(=O)[nH]c1=O)C(=O)OCc1ccccc1 (configuration not stated) | 9 | 10 | 1 | -4 | -8 | 5 | -13 | -6 | 5 | 13 | -6
24 | CSCC(=O)Nc1ccc(F)c(Cl)c1 | -6 | 1 | -4 | 14 | -6 | 36 | -34 | -13 | 2 | 7 | 11

No. | SMILES | SRC1 inh | KKLEB tox | NCOA2 inhibitor | NCOA3 inh | C8 TRAIL sens | NR5A2 inv ag | TWEAK-Fn14 inh | CF NFkB inh | LMP1 NFkB inh | TROY NFkB inh | NR2F2 inh
25 | CCC(C)(C)NC(=O)C1CCN(S(=O)(=O)c2cccs2)CC1 | -19 | -11 | -6 | -8 | -14 | -4 | -13 | 5 | -15 | 6 | 3
26 | CCO[C@H]1OC(C(=O)N2CCCCCCC2)=C[C@@H](C2CCCCC2)[C@@H]1CCCO | 0 | 3 | 9 | -10 | 3 | 11 | -12 | -2 | 8 | -7 | 9
27 | CCN(C[C@H]1N[C@@](C)(C(=O)OC)[C@H]2C(=O)N(Cc3ccccc3)C(=O)[C@@H]12)C(=O)NC(C)C | -4 | 3 | 5 | -1 | -9 | -44 | -1 | -2 | -6 | 0 | -9
28 | Cc1ccnc(NC(=O)c2ccc(S(=O)(=O)N3CCCC3)cc2)c1 | -37 | -2 | -19 | -11 | -6 | -38 | 12 | 2 | 1 | 6 | -9
29 | C=CCn1cc(C(=O)N2CCN(CC)CC2)c(=O)c2cc(S(=O)(=O)N(CC)CC)ccc21 | -1 | -1 | -1 | -16 | 0 | -4 | 9 | 4 | 6 | 1 | 2
30 | CNc1cccc(-c2ccc(N3CCN(C)CC3)nc2)n1 | -85 | 16 | -40 | -121 | -4 | -80 | -7 | -36 | nt | -47 | -39
31 | COc1cc2c(cc1OC)C(c1ccccc1)=NCC2 | 24 | -10 | 24 | 11 | -5 | 4 | -9 | 6 | 0 | 4 | 7
32 | COc1ccccc1CC(=O)c1ccc(OCc2ccccc2)cc1 | -4 | 7 | -7 | -35 | -1 | 17 | -19 | -8 | -12 | -47 | -3
33 | COc1ccc(C(CC(=O)N2CCCC(C)C2)c2c(OC)cc(OC)c3c(-c4ccccc4)cc(=O)oc23)cc1 (configuration not stated) | 5 | 6 | 1 | -21 | -4 | 7 | 4 | -3 | 7 | 10 | 7
34 | Cc1ccc(C)c(C(=O)N2CCC(n3nccc3NC(=O)C3CC3)CC2)c1 | -16 | -2 | -2 | -15 | -1 | 11 | 5 | -1 | 5 | -16 | -20
35 | COc1c(Cl)cc(Cl)cc1C(=O)Nc1ccc(C(=O)O)cc1 | -18 | 5 | 28 | 17 | -2 | 3 | 22 | -1 | 2 | -5 | -1
36 | Cc1nc(N)sc1N=Nc1ccccc1C(F)(F)F | -74 | -1 | -68 | -68 | -13 | -100 | 12 | 25 | -37 | 1 | -32

No. | SMILES | SRC1 inh | KKLEB tox | NCOA2 inhibitor | NCOA3 inh | C8 TRAIL sens | NR5A2 inv ag | TWEAK-Fn14 inh | CF NFkB inh | LMP1 NFkB inh | TROY NFkB inh | NR2F2 inh
37 | CCOC(=O)C(=O)/C(=C\N(C)C)c1onc(-c2ccccc2Cl)c1C(=O)OC | 10 | 3 | 15 | 22 | -9 | -5 | 4 | 5 | 6 | -7 | 11
38 | Oc1ccc(Nc2nc(NCC3CCCO3)c3ccccc3n2)cc1 (configuration not stated) | -3 | 6 | -47 | 12 | -7 | -6 | 8 | -26 | -1 | -42 | -38
39 | CCOc1ccc(OCC)c(NC(=O)CSc2nc3c(c(=O)n(C)c(=O)n3C)n2C(C)C)c1 | -1 | -5 | 6 | 10 | -1 | -3 | -10 | 9 | 14 | 15 | 10
40 | CCOc1nc(SCCOc2ccc(C)cc2)nc(N(C)C)n1 | 2 | -3 | 15 | 11 | 4 | 12 | -8 | 9 | 25 | 6 | 5
41 | COc1ccc(CCNC(=O)c2cc(C)oc2C)cc1OC | -20 | 5 | 14 | 6 | -12 | -13 | -3 | -18 | -6 | -33 | -7
42 | CN1CCN(c2nnc(-c3cccs3)c3ccccc23)CC1 | -5 | -8 | 15 | 7 | -4 | 11 | 24 | 11 | 10 | 2 | 14
43 | O=S(=O)(/N=C(/Nc1ccc(Cl)c(S(=O)(=O)Nc2ccccc2Cl)c1)c1ccc(F)cc1)c1ccccc1 | -6&-8 | -7&-22 | -49&-13 | -13&-4 | 6&-2 | 4&7 | 16&29 | -27&20 | 3&8 | 38&38 | -2&4
44 | O=C(COC(=O)/C=C/c1cccc(F)c1)NC(=O)NCc1ccccc1 | 2 | -3 | -1 | 11 | -13 | 10 | 6 | 1 | 1 | 5 | 3
45 | CC(=O)C1=C(c2ccccc2)NC(=S)NC1c1ccc(O)c(O)c1 (configuration not stated) | 14 | 1 | 22 | 7 | -5 | 9 | -2 | 21 | -2 | 3 | 2
46 | COC(=O)c1cc(OC)c(OC)cc1NC(=O)CCc1ccc(C)o1 | 4 | -13 | 10 | 2 | -8 | 6 | -11 | 12 | 2 | -3 | -15

In the list so far, 6 have two or more sulfur atoms.
No. | SMILES | SRC1 inh | KKLEB tox | NCOA2 inhibitor | NCOA3 inh | C8 TRAIL sens | NR5A2 inv ag | TWEAK-Fn14 inh | CF NFkB inh | LMP1 NFkB inh | TROY NFkB inh | NR2F2 inh
3 | O=C(CSCSCC(=O)Nc1ccc2c(c1)OCO2)Nc1ccc2c(c1)OCO2 | -3 | -4 | -14 | 9 | 8 | 14 | -8 | -19 | -2 | -39 | -16
11 | Cc1ccnc(NS(=O)(=O)c2ccc(NS(=O)(=O)Cc3ccccc3)cc2)n1 | 10 | -21 | 8 | 19 | 29 | -2 | 24 | 5 | 14 | -5 | -18
12 | Cn1c(-c2csc(-c3ccccc3)n2)n[nH]c1=S | -1 | 1 | -8 | -7 | -1 | -30 | -7 | -24 | -5 | -33 | 2
16 | O=C(Nc1ccc2c(c1)N(S(=O)(=O)c1cccs1)CCC2)c1c(F)cccc1F | 27 | -16 | 9 | -7 | -2 | -5 | -12 | 25 | -4 | -32 | -10
25 | CCC(C)(C)NC(=O)C1CCN(S(=O)(=O)c2cccs2)CC1 | -19 | -11 | -6 | -8 | -14 | -4 | -13 | 5 | -15 | 6 | 3
43 | O=S(=O)(/N=C(/Nc1ccc(Cl)c(S(=O)(=O)Nc2ccccc2Cl)c1)c1ccc(F)cc1)c1ccccc1 | -6&-8 | -7&-22 | -49&-13 | -13&-4 | 6&-2 | 4&7 | 16&29 | -27&20 | 3&8 | 38&38 | -2&4

Assay outcomes (PubChem)
